# Screening data (PubChem BioAssay)
# BAP1 block = inhibitors of BAP1 deubiquitinase, primary screen, biochemical, Ub-AMC fluorescence, kinetic; recombinant BAP1, Ub-AMC hydrolysis fluorescence kinetic; stronger effect = lower value; 0.48% of 72,000 active; AID 436, 2006; Ubiquitin carboxyl-terminal hydrolase BAP1 (Homo sapiens), Q92560; activity remaining (% of control), % at 20 µM;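 active = activity remaining at or below 50% of control, provided the compound also passes the data quality filters; inactive = the rest, including low values that fail the filters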;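 note: 100% = DMSO wells rate and 0% = substrate alone blank rate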
# Target sequence (Q92560 whole entry, looked up): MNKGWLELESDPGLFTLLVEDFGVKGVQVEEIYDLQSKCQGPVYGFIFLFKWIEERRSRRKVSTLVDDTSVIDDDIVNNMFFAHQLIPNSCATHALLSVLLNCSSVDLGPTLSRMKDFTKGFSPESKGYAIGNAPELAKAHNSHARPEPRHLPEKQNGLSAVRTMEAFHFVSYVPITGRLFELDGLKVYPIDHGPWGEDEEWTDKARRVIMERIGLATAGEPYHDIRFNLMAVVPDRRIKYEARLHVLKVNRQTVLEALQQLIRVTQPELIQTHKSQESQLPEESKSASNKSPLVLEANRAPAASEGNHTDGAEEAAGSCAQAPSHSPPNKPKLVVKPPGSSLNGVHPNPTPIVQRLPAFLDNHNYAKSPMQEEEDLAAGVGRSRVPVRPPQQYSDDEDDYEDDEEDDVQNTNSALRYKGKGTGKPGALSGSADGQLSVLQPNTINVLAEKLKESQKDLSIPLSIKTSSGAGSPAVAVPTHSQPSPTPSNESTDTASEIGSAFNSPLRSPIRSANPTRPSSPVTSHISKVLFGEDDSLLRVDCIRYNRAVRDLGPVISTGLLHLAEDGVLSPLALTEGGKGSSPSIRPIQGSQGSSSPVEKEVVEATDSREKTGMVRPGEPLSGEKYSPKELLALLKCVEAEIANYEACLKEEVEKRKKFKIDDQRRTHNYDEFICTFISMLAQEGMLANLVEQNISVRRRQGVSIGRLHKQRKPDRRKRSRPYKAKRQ
# HePTP inhibitor = inhibitors of human HePTP phosphatase, primary screen, biochemical, absorbance, leukemia target | recombinant HePTP phosphatase activity, OD absorbance | Tyrosine-protein phosphatase non-receptor type 7 (Homo sapiens), P35236 | inhibition, % at 20 µM | 0.64% of 110,000 active; in the data active = inhibition above about 50%;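 note: plate controls were vehicle for no effect and reference inhibitor for full effect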
# Target sequence (P35236 whole entry, looked up): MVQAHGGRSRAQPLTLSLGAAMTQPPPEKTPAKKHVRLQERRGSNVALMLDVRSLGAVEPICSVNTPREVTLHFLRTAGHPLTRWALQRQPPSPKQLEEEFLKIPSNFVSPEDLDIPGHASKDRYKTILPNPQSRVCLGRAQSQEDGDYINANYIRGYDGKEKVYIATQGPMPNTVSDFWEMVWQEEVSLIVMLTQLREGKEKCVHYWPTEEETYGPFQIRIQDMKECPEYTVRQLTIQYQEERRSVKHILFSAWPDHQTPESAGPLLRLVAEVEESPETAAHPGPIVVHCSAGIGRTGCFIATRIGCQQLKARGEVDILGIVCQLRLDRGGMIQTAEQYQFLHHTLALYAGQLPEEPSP
# An asterisk follows results filed as active; · = no result given; & = joins results of further samples.
# Values run as follows: BAP1 block, HePTP inhibitor
1: COc1cc(C2NC(=S)NC(C)=C2C(N)=O)ccc1OCC(C)C (centres undefined)
    165, ·
2: COc1cccc(-c2nn(C)c3sc(C(=O)Nc4ccc5c(c4)OCCO5)cc23)c1
    ·, 1
3: Nc1cccc(NC(=O)c2ccco2)c1
    ·, -2
4: COc1cc2c(cc1NC(=O)CSc1nnc(Cc3cccs3)n1C)oc1ccccc12
    50, 6
5: Cc1noc(C)c1CN1C(=O)NC(Cc2ccccc2)(Cc2ccccc2)C1=O
    98, 0
6: Cc1cccc(NCCC(=O)c2cccs2)c1C
    ·, -1
7: COc1cccc(C(=O)CSc2nnnn2C)c1
    102, -10
8: CC1CCN(C(=O)Nc2ccccc2)CC1
    ·, -11
9: COc1ccc2[nH]c(C)c(CCN3C(=O)C4C5C=CC(C5)C4C3=O)c2c1 (centres undefined)
    102, 6
10: Cc1ccc2c(c1)-c1c(cnn1CC(=O)Nc1ccccc1N1CCN(C)CC1)CO2
    101, 8
11: CCOc1ccc(OCC)c(NC(=O)CCCN2C(=O)c3cccnc3C2=O)c1
    104, -5
12: C/C(=C\c1ccccc1Cl)C(=O)c1c(C)cc(C)[nH]c1=O
    ·, -13
13: COc1ccc(C(=O)Nc2sc(C(=O)OC(C)C)c(C)c2C(=O)OC(C)C)cc1OC
    ·, -12
14: CCCn1c(SC2C(=O)CC(C)(C)CC2=O)nc2c1c(=O)n(C)c(=O)n2C
    108, 3
15: Brc1ccc(CN2CCN(Cc3ccccn3)CC2)cc1
    ·, -4
16: CC(=O)c1cccc(NC(=O)c2ccc(-c3cc(Cl)ccc3Cl)o2)c1
    ·, 5
17: O=C(Cc1ccc(Cl)cc1)Nc1cccnc1
    ·, -3
18: Nc1ccc(Nc2nc(-c3ccc(Br)cc3)cs2)cc1
    ·, 7
19: CC1=CC(C)(C)N(C(=O)c2ccc(NS(C)(=O)=O)cc2)c2ccc(C)cc21
    148, -11
20: CCOC(=O)N1CCN(C(c2cccc(OC)c2)c2sc3nc(C)nn3c2O)CC1 (centres undefined)
    87, 11
21: Cc1ccccc1NS(=O)(=O)c1ccc2c(c1)Cc1cc(S(=O)(=O)Nc3ccccc3C)ccc1-2
    60, ·
22: CC(C)Cn1cc(C(=O)N2CCN(c3ccccn3)CC2)c2c3ccccc3n(C)c2c1=O
    50*, -1
23: O=C(Nc1ccc(F)c(F)c1)c1cccnc1
    66, 3
24: CCCCN(C)S(=O)(=O)c1ccc(C(=O)Nc2nnc(CSC)o2)cc1
    115, 8
25: C=CCn1c(SCC(=O)c2ccc(Br)cc2)nc2sc3c(c2c1=O)CCC3
    ·, 7
26: CCOC(=O)C1=C(C(=O)OCC)SC(=C2C(=S)C(C)(C)N(C(=O)c3ccc(OC)cc3)c3ccccc32)S1
    ·, 27
27: O=C(c1nn2c(c1Cl)NC(c1cccs1)CC2C(F)(F)F)N(Cc1ccccc1)c1ccccc1 (centres undefined)
    51, ·
28: COc1cccc(N(CC(=O)Nc2ccc(OC)cc2OC)S(=O)(=O)c2ccccc2)c1
    ·, 9
29: O=C(CCC(=O)Nc1ccc(I)cc1)N/N=C/C=C/c1ccccc1
    ·, 8
30: C=CCNC(=O)c1cccc([N+](=O)[O-])c1
    ·, -7
31: CC1=C(C(=O)OC(C)C)C(c2ccccc2)C2=C(CCCC2=O)N1 (centres undefined)
    ·, -8
32: O=C(Nc1ccc2oc(Cc3ccc(Cl)cc3)nc2c1)c1cccnc1
    95, 11
33: Cc1cc(C(=O)Nc2sc(C)c(-c3ccc(F)cc3)c2C(N)=O)no1
    277, 2
34: CN(C)/C=N/c1c(C(=O)NCc2ccccc2)nnn1Cc1ccccc1
    102, -13
35: COC(=O)c1cccc(COC(=O)CNC(=O)c2ccco2)c1
    98, -2
36: Cc1c(NC(=O)C2CCCN2S(=O)(=O)c2ccc(Cl)cc2)c(=O)n(-c2ccccc2)n1C (centres undefined)
    121, 2
37: COc1cccc(C(=O)NCCN2CCN(c3ccc(Cl)cc3)CC2)c1
    91, ·
38: CCc1c(C(=O)NC2CCCCC2)[nH]c(C)c1C(C)=O
    87, 7
39: CCC(C(=O)NCc1ccccc1)c1ccccc1 (centres undefined)
    ·, 3
40: COc1cc(C(=O)N(C)c2nnc(-c3cccnc3)s2)cc(OC)c1OC
    87, 0
41: Cc1cc(NCCCO)n2c(nc3ccccc32)c1C#N
    ·, 8
42: CC(C)(C)C1=CC(=O)C=C(C(C)(C)C)C1=O
    ·, 2
43: COc1ccc2nc(NC(=O)c3ccccc3Br)sc2c1
    ·, 3
44: CC(C)(C)c1ccc(OCCOc2cccc(C=C3C(=O)NC(=O)NC3=O)c2)cc1
    ·, -2
45: CC1(C)Cc2c(oc3ncn4ncnc4c23)CO1
    173, 11
46: COc1ccc(OC)c(C(=O)Cn2nnc3ccccc3c2=O)c1
    83, 6
47: C=CCOC(=O)C1=C(C)NC2(O)c3ccccc3C(=O)C12O (centres undefined)
    101, -6
48: CC1(C)CC(=O)N(CC(=O)O)c2ccccc2S1
    120, 9
49: Cc1cc(NC(=O)c2cccnc2)ccc1Br
    ·, -1
50: O=C(c1ccco1)N1CCN(c2nc(C(F)(F)F)nc3c2nnn3Cc2ccccc2)CC1
    68, 7

# Next section
# Values run as follows: BAP1 block, HePTP inhibitor
51: O=C(c1ccc([N+](=O)[O-])cc1)N1CCSC1c1ccc2c3c(cccc13)CC2 (centres undefined)
    ·, 6
52: Cn1c(NCc2ccccc2Cl)nc2ccccc21
    88, 0
53: Cc1cccc(OCC(=O)N/N=C/c2ccc([N+](=O)[O-])s2)c1
    ·, 8
54: NC(=O)c1ccccc1NC(=O)c1ccccc1F
    95, 10&8
55: FC(F)(F)Oc1ccc(N=Cc2ccc(Br)s2)cc1
    ·, -27
56: CC1=C(C(=O)OCCCc2ccccc2)C(c2ccccc2C(F)(F)F)CC(=O)N1 (centres undefined)
    79, ·
57: O=c1oc2ccccc2cc1-c1nn(-c2ccccc2)cc1/C=N/O
    ·, 13
58: CC(C)Oc1ccc(C(=O)N2CCCc3ccccc32)cc1
    85, 0&-7
59: Cc1ccccc1-c1cc(C(=O)O)c2ccccc2n1
    ·, -4
60: O=C(O)CCCC(=O)N(Cc1ccccc1)Cc1ccccc1
    98, -1&8
61: O=c1[nH]c(=S)[nH]nc1Cc1ccccc1
    ·, 0
62: CCOc1ccccc1NC(=O)Cc1ccccc1
    ·, 6
63: COc1ccc(CNS(=O)(=O)c2ccc(C)cc2)cc1
    ·, 6
64: COc1ccc(OC)c(NC(=S)NC(=O)c2ccccc2Cl)c1
    ·, -4
65: O=C1CC(c2cc3c(cc2Cl)OCO3)c2cc(Br)c3ccccc3c2N1 (centres undefined)
    ·, -2
66: COC(=O)C(C)Oc1ccc2ccc(=O)oc2c1 (centres undefined)
    ·, -14
67: Cn1cccc1/C=C1/C(=O)NC(=S)N(c2cccc(Cl)c2)C1=O
    ·, 101*
68: O=C(c1ccc([N+](=O)[O-])cc1)N1CCN(Cc2cccc(Oc3ccccc3)c2)CC1
    ·, 0
69: CCOC(=O)C(C)n1cnc2sc3c(c2c1=O)CCC3 (centres undefined)
    84, 10
70: O=C(Nc1ccccc1)N1CCCC(c2nc(-c3cccs3)no2)C1 (centres undefined)
    104, 9
71: O=C(Nc1ccc2c(c1)OCO2)c1noc2c1CCCCC2
    110, 9
72: CC12c3ccccc3C(c3ccccc31)C1C(=O)N(c3ccc(C#N)cc3)C(=O)C12 (centres undefined)
    51, ·
73: COc1ccc(S(=O)(=O)NCc2ccc3c(c2)cc(C)n3C)cc1
    80, 4
74: CCNc1nc(SCCOc2ccccc2)nc(N(C)C)n1
    149, -4
75: COc1ccc(CNc2cc(C)ccc2C)c(OC)c1OC
    103, 9
76: CCC(C)NC(=O)C1(C)CCC(=O)N1Cc1ccccc1OC (centres undefined)
    68, 8
77: O=c1[nH]c2cc3c(cc2cc1C(c1nnnn1C1CCCCC1)N1CCSCC1)OCCO3 (centres undefined)
    ·, -6
78: COc1ccc(C(=O)CSc2nnc(COc3ccccc3)n2Cc2ccco2)cc1
    80, 6
79: CN(C)/C=C1/C=C(c2ccccc2)OC1=O
    ·, -9
80: CCOC(=O)C(C(=O)OCC)C(C)C#CCN1CCCCC1 (centres undefined)
    96, 4
81: CCN1C(=O)CC(C(=O)Nc2ccc(F)cc2)SC1=Nc1ccc2c(c1)OCO2 (centres undefined)
    89, 7
82: Cn1c(N/N=C\c2ccc(Cl)cc2Cl)cc(=O)n(C)c1=O
    ·, -6
83: CCOC(=O)C(CCOCCOc1c(C)cc(Cl)cc1C)C(=O)OCC
    ·, 0
84: O=C(CSc1nnnn1Cc1ccccc1)c1ccccc1
    99, -8
85: CCOC(=O)C(C)Sc1nc(-c2ccc(OC)cc2)nc2c1c(=O)n(C)c(=O)n2C (centres undefined)
    ·, -3
86: CCCn1c(SCC(=O)NC2CCCCC2)nnc1-c1ccncc1
    75, 7
87: O=C(NCc1ccco1)c1cc2nc(-c3ccccc3)cc(-c3ccccc3)n2n1
    ·, -12
88: COC(=O)c1ccc(C2C3=C(Nc4nnnn42)c2ccccc2OC3)cc1 (centres undefined)
    200, 5
89: COc1ccc(C(NC(=O)c2ccco2)c2ccc(OC)c(OC)c2)cc1OC
    116, 5
90: O=P(c1ccccc1)(c1ccccc1)C1COCCO1 (centres undefined)
    ·, -4
91: N#Cc1ccccc1NC(=O)c1ccc(-c2ccccc2Cl)o1
    ·, -10
92: Cn1c(=O)cc(SCC(=O)Nc2cccnc2)c2ccccc21
    73, 5
93: Cc1ccc(CS(=O)(=O)CCC(=O)NCc2cccs2)cc1
    125, 0
94: O=C(CSc1nc2c(sc3ccccc32)c(=O)n1CCO)NCC1CCCO1 (centres undefined)
    72, 3
95: O=S(=O)(c1ccc2c(c1)Cc1cc(S(=O)(=O)N(CCO)CCO)ccc1-2)N(CCO)CCO
    ·, -4
96: CC1=C(C(=O)Nc2ccccc2Cl)C(c2cccc(Br)c2)NC(=O)N1 (centres undefined)
    ·, -1
97: O=C1CSC(=O)N1c1ccc(Cl)cc1
    ·, -13
98: Cc1[nH]c2ccccc2c1C=Nc1cc(Cl)cc(Cl)c1
    ·, 3
99: CCC1(C)Cc2c(sc3c2c(=O)n(C)c2nnc(SCc4ccccc4)n32)CO1 (centres undefined)
    114, 4
100: Cc1ccc(NC(=O)c2sc(N)c(C(=O)OC(C)C)c2C)cc1
    ·, 4

# Further compounds
# Values run as follows: BAP1 block, HePTP inhibitor
101: Brc1ccccc1-c1nnc2sc(-c3ccc4c(c3)OCCO4)nn12
    77, 3
102: COc1cc(/C=C2/SC(N)=NC2=O)ccc1OCc1ccccc1[N+](=O)[O-]
    ·, 14
103: O=C(NC(=S)Nc1c(Cl)cc(Cl)cc1Cl)c1ccco1
    ·, -11
104: CC1=C(C(=O)OCCc2ccccc2)C(c2cccc([N+](=O)[O-])c2)C2=C(CC(c3ccccc3)CC2=O)N1 (centres undefined)
    52, ·
105: Cc1ccc(Nc2nnc(SCc3cc(=O)n4ccsc4n3)s2)c(C)c1
    103, 4
106: Cc1ccc(/C=C2/SC(=S)N(CCC(=O)N3c4ccccc4Sc4ccc(Cl)cc43)C2=O)cc1
    ·, 3
107: O=C(CCOc1ccccc1)OCC(=O)c1cc2ccccc2o1
    ·, -2
108: COc1ccc(C(C)=O)cc1CSCCC(=O)O
    80, 1
109: O=C(Nc1ccc(Cl)cc1)c1ccccc1C(=O)c1ccc(Cl)cc1
    ·, -8
110: CS(=O)(=O)N(Cc1ccccc1)c1ccc(C(=O)NCc2ccc(Cl)cc2)cc1
    ·, -3
111: C=CCN(CC=C)S(=O)(=O)c1ccc2nc(NC(=O)C(C)C)sc2c1
    122, 5
112: O=C(CCCN1C(=O)c2ccccc2C1=O)NCCCN1CCOCC1
    110, -2
113: Cn1cc([N+](=O)[O-])cc1-c1nc2ccccc2n1C
    ·, -6
114: O=C(OCCN1C(=O)c2cccc([N+](=O)[O-])c2C1=O)c1ccc([N+](=O)[O-])cc1
    67, ·
115: CCOC(=O)C1CCN(S(=O)(=O)c2cccc3nonc23)CC1
    ·, -5
116: COc1ccc2c(c1)C(C)=CC(C)(C)N2S(=O)(=O)c1ccc(NC(C)=O)cc1
    ·, -1
117: O=C(N=Nc1c(O)n(CN2CCOCC2)c2ccc(Br)cc12)c1cccnc1
    ·, 2
118: CCOC(=O)Cc1csc(NC(=O)CSc2nnc(C3CC3)n2C)n1
    90, 13
119: C/C(Cl)=C\CSc1nnc2n(N)c(=O)c3ccccc3n12
    94, 4
120: CCCCNC1C(CC)C(CCC)C(C#N)(C#N)C1(C#N)C#N (centres undefined)
    102, 11
121: O=C(Nn1cnnc1)c1ccccc1Cl
    ·, -10
122: COCCOC(=O)c1ccc(NC(=O)COc2ccc(Cl)cc2)cc1
    ·, 4
123: Cc1ccc(Cc2cnc(N)s2)o1
    ·, 6
124: Cc1ccc(Nc2nc(C)c(CCC(C)C)c(=O)[nH]2)cc1
    88, -5
125: COC(=O)CSc1nnc(CNC(=O)c2ccccc2OC)n1C
    114, 11
126: COc1ccc2nc(NC(=O)CN(c3ccc(C)cc3)S(=O)(=O)c3c(C)nn(C)c3C)sc2c1
    59, 2
127: Cn1c(=O)[nH]c(=O)c2c1nc(NC1CCCCC1)n2CC(=O)NC1CCCCC1
    125, 10
128: CCn1c(O)c(/C=N/N=C/c2ccccc2)c2ccc(C3=NNC(=O)CC3)cc21
    ·, -4
